WRN helicase inh – blocks human WRN helicase | Q14191 | WRN helicase unwinding, fluorescent forked duplex, kinetic | Potency, µM (series often up to 114 µM), for the others: at the top dose activity change, negative = inhibition, usual class: inhibitors | 0.46% of 360,000 active | AID 651768; further: potency means the concentration at half of the fitted maximal effect; on the % scale 0 is the no-effect control and ±100 the full control effect; nearly all actives have a fitted effect of over 55% in size
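Primary qHTS, 1536-well format. 20 nM WRN + compound, 15 min RT; start with 100 nM forked fluorophore/quencher duplex, 2 mM ATP (final); kinetic read ex 525/em 598 nm.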
EPAC1 agonist – agonists of human EPAC1; O95398; AID 720707; EPAC1 agonist qHTS, biochemical assay; response scale: 100% = response to 6.5 mM cAMP; 0.073% of 360,000 active; Potency, µM (series often up to 154 µM), for the others: at the highest dose activation, usual class: activators; further: potency means the concentration at half of the fitted maximal effect; nearly all actives have a fitted effect of over 60% in size
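Nucleotide exchange by EPAC1 (100 nM) on Rap1B–BODIPY-GDP (250 nM) in the presence of 50 uM GDP is tracked fluorescently at 480/540 nm over 30 min. Signals are normalized to a 6.5 mM cAMP control.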
MmCpn inh – inhibitors of Methanococcus maripaludis chaperonin (MmCpn) | purified Mm-Cpn ATPase, ADP Transcreener TR-FRET | Potency, µM (doses to about 76.9 µM), inactives show at the top dose activity, negative = inhibition, actives largely listed as inhibitors | 0.031% of 330,000 active | AID 504842; further: potency means the concentration at half of the fitted maximal effect; on the % scale 0 is the no-effect control and ±100 the full control effect; nearly all actives have a fitted effect of over 80% in size
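Purified archaeal Mm-CPN (25nM final) preincubated 10 min at 37degC with compound, then 10uM ATP for 30 min at 37degC; ADP measured by HTRF Transcreener TR-FRET; buffer 30 mM TRIS pH 7.4, 100mM KCl, 5mM MgCl2, 1mM DTT.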
EPAC1 antagonist – blocks human EPAC1 exchange factor; O95398; EPAC1 GEF assay, Rap1b-BODIPY-GDP exchange fluorescence; Potency, µM (series often up to 115 µM), for the others: at the highest dose activity change, negative = inhibition, usual class: inhibitors; 0.14% of 360,000 active; AID 720709;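 further: potency means the concentration at half of the fitted maximal effect; plate controls were vehicle for no effect and positive control for full effect; nearly all actives have a fitted effect of over 50% in size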
EPAC2 antagonist – EPAC2 (human) antagonism | Q8WZA2 | EPAC2 GEF exchange of Rap1B-BODIPY-GDP, fluorescence | Potency, µM (titrated, usually from 114 µM), for the others: at the highest dose activity, negative = inhibition, actives largely listed as inhibitors | 0.18% of 360,000 active; further: potency means the concentration at half of the fitted maximal effect; on the % scale 0 is the no-effect control and ±100 the full control effect; nearly all actives have a fitted effect of over 45% in size; many of its hits are not listed in these tables
PLK1 PBD inh – blocks phosphopeptide binding to human PLK1 polo-box domain. Potency, µM, inactives show max response, negative = inhibition, hits mostly inhibitors. P53350. Plk1 PBD binding of FITC phosphopeptide, fluorescence polarization. 2.8% of 360,000 active; further: potency means the concentration at half of the fitted maximal effect; series mostly up to about 57 µM; on the % scale 0 is the no-effect control and ±100 the full control effect; nearly all actives have a fitted effect of over 65% in size
Target sequence (P53350 whole entry, looked up, the tested form may be a part): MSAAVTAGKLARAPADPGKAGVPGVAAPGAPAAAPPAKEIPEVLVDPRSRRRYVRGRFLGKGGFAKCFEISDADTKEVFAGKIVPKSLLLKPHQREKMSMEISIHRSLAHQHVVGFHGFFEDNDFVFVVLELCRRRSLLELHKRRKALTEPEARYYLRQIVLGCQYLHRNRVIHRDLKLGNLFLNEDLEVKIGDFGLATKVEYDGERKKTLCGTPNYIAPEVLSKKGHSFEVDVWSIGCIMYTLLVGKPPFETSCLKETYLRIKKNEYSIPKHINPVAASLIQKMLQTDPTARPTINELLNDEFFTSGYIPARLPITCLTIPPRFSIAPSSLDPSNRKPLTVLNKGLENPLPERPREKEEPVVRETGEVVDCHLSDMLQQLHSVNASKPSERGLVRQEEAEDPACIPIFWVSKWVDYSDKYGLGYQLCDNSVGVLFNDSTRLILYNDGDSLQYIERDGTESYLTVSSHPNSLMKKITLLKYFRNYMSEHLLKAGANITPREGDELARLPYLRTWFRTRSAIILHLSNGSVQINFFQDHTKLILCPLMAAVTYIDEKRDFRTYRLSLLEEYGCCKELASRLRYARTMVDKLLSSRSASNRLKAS
CCT chaperon mod – cytosolic chaperonin activity modulation. purified chaperonin ATPase assay, HTRF ADP detection, 30 min. AID 651819. 0.3% of 360,000 active. activity change, % (test concentration not listed), hits read low; in the data active means activity change below about -30%; further: on the % scale 0 is the no-effect control and ±100 the full control effect
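TRiC (40 or 20 nM final, by batch activity) in 30 mM Tris pH 7.4, 100 mM KCl, 5 mM MgCl2, 1 mM DTT was treated with compound at 76 uM single dose, then 10 uM ATP, 30 min at 37 °C. ADP was read by HTRF Transcreener.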
PI5P4Ka inh – PI5P4K alpha (human) kinase inhibition. P48426. PI5P4Kalpha enzyme, ADP-Glo luminescence, 60 min; hits give low values. max response, %. 1.2% of 330,000 active. AID 652105; active means max response of -50% or lower; inconclusive means between -30% and -50%; inactive means -30% or higher; further: value at the top dose of about 77 µM; on the % scale 0 is the no-effect control and ±100 the full control effect
Target sequence (P48426 whole entry, looked up): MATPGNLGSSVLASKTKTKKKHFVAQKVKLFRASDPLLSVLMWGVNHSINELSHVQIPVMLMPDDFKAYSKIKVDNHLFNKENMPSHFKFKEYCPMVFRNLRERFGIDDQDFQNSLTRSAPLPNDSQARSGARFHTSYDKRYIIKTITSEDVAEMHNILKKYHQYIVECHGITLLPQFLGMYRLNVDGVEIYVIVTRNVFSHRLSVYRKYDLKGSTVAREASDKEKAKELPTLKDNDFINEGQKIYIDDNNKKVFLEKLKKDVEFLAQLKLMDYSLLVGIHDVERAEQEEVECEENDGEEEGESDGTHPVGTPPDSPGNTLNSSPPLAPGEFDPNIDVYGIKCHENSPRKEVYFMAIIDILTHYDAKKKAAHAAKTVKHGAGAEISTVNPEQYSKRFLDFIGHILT
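Human PI5P4Kalpha with substrate in 0.038 M HEPES pH 7.4, 0.28 mM EGTA, 0.1% CHAPS, 5% DMSO; reaction started with 5 microM ATP (final), 60 min at room temperature. ADP formed read by ADP-Glo luminescence.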
* marks the source's active call; other numbers are inactive results; ? = inconclusive; . = not tested or not shown; [ ] = dose if it differs, or a comment. Unless noted, the call rests on the fitted dose curve; in most records, active means well fitted curve in the direction sought with a large enough effect; inconclusive means small, poorly fitted or top-dose-only effect, or another doubt; inactive means no such curve, though single readings can be large; an effect the other way counts as inactive or inconclusive.

SMILES	WRN helicase inh	EPAC1 agonist	MmCpn inh	EPAC1 antagonist	EPAC2 antagonist	PLK1 PBD inh	CCT chaperon mod	PI5P4Ka inh
Cc1ccc(C)c(CN2CCC(CNC(=O)Nc3cccc(Cl)c3C)CC2)c1	11%	-6%	0%	?	15%	-3%	1.6	-10
O=C(COC(=O)c1cc(S(=O)(=O)N2CCOCC2)ccc1F)NC1CC1	-24%	1%	-1%	-22%	-17%	-7%	2.5	2
O=C(NNC(=O)C1CC=CCC1)c1ccccc1O (centres undefined)	7%	-3%	0%	-10%	6%	-4%	0.7	3
COc1nc(N/N=C/c2cc3c(cc2Br)OCO3)nc(N2CCOCC2)n1	-14%	2%	0%	-6%	-15%	-3%	-1.6	6
CC(C)CC(NS(=O)(=O)c1ccccc1)C(=O)O (centres undefined)	5%	3%	3%	2%	8%	-6%	-4.0	0
CSc1ccccc1OCc1cc(C(=O)N2CCN(Cc3nccn3C)CC2)no1	?	10%	1%	-26%	-3%	-5%	-1.3	-3
O=C(NCC1CCN(c2ccc(S(=O)(=O)N3CCOCC3)cc2)CC1)Nc1ccccc1F	-4%	-2%	0%	-5%	-2%	5%	-16	-7
COC(C[C@@H](O)C[C@@H](O)[C@@H](C)OCc1ccccc1)OC	4%	-5%	.	-7%	6%	-21%	0.3	4
Cc1ccccc1-c1cc(C(=O)N2CCCC2)c2ccccc2n1	-22%	3%	0%	-8%	2%	-25%	-0.6	-58*
COc1cc(CN2CCN(CC3CC3)CC2CCO)cc(OC)c1 (centres undefined)	1%	8%	1%	-11%	2%	-5%	-5.5	1
CN(Cc1cccs1)C(=O)c1cccc(S(=O)(=O)N2CCCCCC2)c1	10%	9%	-7%	13%	3%	1%	-1.0	-3
Cc1cccc(N2C(=O)c3ccc(C(=O)Nc4c[nH]c(=O)[nH]c4=O)cc3C2=O)c1	4%	15%	-2%	-6%	1%	-11%	-0.1	0
O=C(O)[C@H](Cc1ccccc1)NC(=O)N1CCN(c2cccc(C(F)(F)F)c2)CC1	17%	-1%	-1%	-14%	4%	0%	-1.5	-1
CCN(CC)c1ccc(S(=O)(=O)N2CCOCC2)cc1NC(=O)COC(=O)/C=C/c1ccccc1	-4%	6%	.	-10%	1%	-1%	1.7	6
COc1ccc(CNS(=O)(=O)c2ccc(-c3ccc(=O)[nH]n3)o2)cc1	6%	-3%	4%	0%	0%	2%	0.6	-6
CCOc1c(Br)cc(CNc2ccc(N3CCOCC3)cc2)cc1OC	7%	2%	1%	14%	-6%	-14%	-5.8	-1
COc1ccc(CC(=O)OCC(=O)Nc2c(C)n(C)n(-c3ccccc3)c2=O)cc1	1%	0%	1%	0%	0%	-2%	-3.1	4
COc1ccc(NC(=O)OCC(C)C)cc1OC	2%	9%	1%	-5%	8%	-7%	-1.7	.
CC(C(=O)O)n1nnc2ccccc21 (centres undefined)	-7%	3%	-1%	-7%	0%	-8%	-2.3	0
CCOC(=O)CSc1nc(-c2ccncc2)ccc1C#N	6%	-3%	-6%	-12%	13%	?	1.1	-8
CC(C)OC(=O)c1cccnc1N1CCN(c2cccc(Cl)c2)CC1	-4%	8%	-1%	-5%	-12%	5%	-1.2	7
CCc1nn(CC(=O)N(C)C2CCCCC2)c(=O)c2cc3cc(C)ccc3n12	-4%	5%	3%	6%	-1%	-17%	-1.4	-8
CCN(CC)c1ccc(/C=N/NC(=O)c2cccc(S(=O)(=O)N3CCOCC3)c2)cc1	?	12%	-6%	14%	-1%	5%	-2.6	-9
CCCS(=O)(=O)N1CCN(C(=O)COc2ccc(OC)cc2)CC1	6%	15%	0%	-12%	-3%	?	0.2	8
Cc1cccc(OC(=O)c2sc(Cl)nc2C)c1	-12%	9%	0%	18%	6%	-7%	-0.9	8
Cc1nn(C)c(C)c1S(=O)(=O)N(CC(=O)Nc1nccs1)c1ccc(C(C)C)cc1	-5%	-3%	1%	-5%	-7%	-6%	0.4	1
O=C(CSc1nc2ccccc2s1)Nc1ccc(Cl)c(S(=O)(=O)N2CCOCC2)c1	-13%	12%	-19%	-27%	-3%	-24%	-3.0	8
Clc1ccc(Cn2nc(-c3ccccc3)nc2-c2ccccc2)cc1	-16%	1%	0%	-8%	-5%	24µM*	-4.6	10
CCCOc1cccc(C2/C(=C(\O)c3ccc4c(c3)OCCO4)C(=O)C(=O)N2CCCn2ccnc2)c1 (centres undefined)	6%[57.1 µM]	-2%	-1%	13%	2%	1%	-0.6	24
CCCCC(=O)N(C)c1c(CC)nc2c(OCC(N)=O)cccn12	-2%	12%	.	-5%	-7%	2%	1.9	0
COc1ccc(NC(=O)N2CCN(S(C)(=O)=O)CC2)cc1OC	-5%	3%	0%	4%	16%	-5%	-3.2	.
CC1CC(C)CN(S(=O)(=O)N2CCCC(C(=O)NCCc3ccc(Cl)cc3)C2)C1 (centres undefined)	9%	6%	1%	-22%	-29%	-2%	-0.4	7
O=C(CSc1nnc(-c2cccs2)o1)N1CCOCC1	-4%	2%	2%	15%	2%	-10%	1.2	.
Cc1ccc(-c2noc(CC(=O)c3ccc([N+](=O)[O-])cc3)n2)cc1	6%	14%	.	5%	-10%	-10%	-4.1	17
CCOC(=O)NC(=O)COC(=O)CNC(=O)c1cccc(OC)c1	0%	4%	-1%	-20%	3%	-5%	-2.0	1
O=C(C1=C(O)C(=O)N(CC2CCCO2)C1c1ccc(Cl)cc1)c1ccco1 (centres undefined)	-3%	-1%	0%	4%	-3%	1%	-0.7	6
COc1ccc(C(=O)/C=C/C(=O)N(Cc2ccc(F)cc2)C(C(=O)NC2CCCCC2)c2ccncc2)c(O)c1 (centres undefined)	-4%	0%	-1%	-6%	-2%	-2%	-2.2	-1
COc1ccc(C)cc1NC(=O)c1ccccc1NS(=O)(=O)c1cccc2cccnc12	0%	-2%	?	1%	1%	-4%	1.1	-6
Cc1ccccc1NC(=O)Cn1nnc(-c2ccc(N3CCOCC3)cc2)n1	8%	-9%	-3%	0%	1%	-3%	0.3	.
CC(C)(C)NC(=O)Cn1c(SCC(=O)Nc2nccs2)nc2ccccc21	-2%	3%	0%	10%	21%	-22%	0.3	-2
CCc1cccc(NC(=O)C2CCCN(c3ncnc4c3nc3n4CCCCC3)C2)c1 (centres undefined)	-8%	7%	-16%	-12%	-7%	-14%	-2.0	0
C=CCN1[C@@H](Cc2ccccc2)COCCS1(=O)=O	1%	-4%	.	16%	28%	2%	-1.3	-6
C=CS(=O)(=O)N(Cc1ccccc1Br)[C@H](CO)Cc1ccccc1	-1%	-13%	.	-27%	?	-7%	0.6	3
CN(CC(=O)Nc1ccc(F)c(F)c1F)C(=O)c1ccc2c(c1)NC(=O)CS2	-7%	1%	0%	?	9%	-4%	1.4	2
O=C(OCC(=O)N1CCCC1)c1ccco1	-6%	2%	-1%	7%	11%	0%	-0.9	3
Cc1cc(-c2nnc(CCC(=O)NC(C)c3cccc4ccccc34)o2)no1 (centres undefined)	-3%	11%	1%	1%	1%	-14%	-1.4	10
O=C(NCCc1ccc(Cl)cc1)C1CC(=O)N(C2CCCCC2)C1 (centres undefined)	4%	-24%	.	6%	12%	-8%	-0.4	6
Cc1sc2c(c1C)c(=O)n(-c1ccc(Cl)cc1)c(=O)n2Cc1cc(=O)n2ccccc2n1	0%	-2%	1%	-14%	14%	-6%	0.5	-3
CCOc1ccc(CNC2CCCc3ccccc32)cc1 (centres undefined)	0%	7%	5%	3%	8%	-10%	-0.6	8
COC(=O)N/N=C\c1ccc(-c2cc(Cl)c(Cl)cc2Cl)o1	?	18%	3%	32%[activator]	1%	6%	-3.1	5
CCCC(=O)N1CCCC1(C)C(=O)Nc1ccc(OC(F)F)cc1 (centres undefined)	9%	-5%	.	20%	-3%	2%	1.4	-1
CN(C)CCCNC(=O)OC1CC2CC1[C@H]1CCCCN1C2=O (some centres undefined)	1%	7%	.	-12%	7%	3%	0.4	-2
COc1cc(C(=O)N(Cc2cc3cc(C)ccc3[nH]c2=O)CC2CCCO2)cc(OC)c1OC (centres undefined)	-4%	4%	1%	10%	2%	2%	-0.6	1
Cc1cc(C(F)(F)F)nc(-n2cc(-c3ccccc3)nn2)n1	-4%	2%	-6%	3%	8%	-4%	-1.8	-2
COc1ccc(CCn2c(=N)c(C(=O)NC3CCCC3)cc3c(=O)n4cccc(C)c4nc32)cc1	10%	0%	-1%	-12%	22%	-2%	-0.1	3
Cc1ccc(CN2CCC(N3CC(C)OC(C)C3)CC2)cc1 (centres undefined)	6%	3%	1%	12%	18%	1%	-3.4	-5
CN1CCN(S(=O)(=O)c2ccc(NC(=S)NC(=O)c3ccccc3)cc2)CC1	-6%	-2%	1%	-2%	-5%	27µM*	-3.0	-15
CCOC(=O)CC(NC(=O)c1ccco1)c1ccc(OC)cc1 (centres undefined)	-8%	8%	1%	16%	25%	-7%	-0.9	.
Cc1ccc(OCC(=O)N2CCC(N3CC(C)CC(C)C3)CC2)cc1 (centres undefined)	?	7%	2%	3%	1%	-9%	-2.5	-1
CCN(CC)CCN(C(=O)c1ccc2c(c1)CCCC2)c1nc2c(OC)cccc2s1	-2%	17%	.	-5%	-7%	-3%	1.4	12
Remaining list, next part.
SMILES	WRN helicase inh	EPAC1 agonist	MmCpn inh	EPAC1 antagonist	EPAC2 antagonist	PLK1 PBD inh	CCT chaperon mod	PI5P4Ka inh
CCN(C(=O)CSc1nc2c(cnn2-c2ccccc2)c(=O)[nH]1)C1CCS(=O)(=O)C1 (centres undefined)	-4%	-4%	1%	-4%	4%	-3%	-7.1	-6
NNc1nc2cc3c(cc2s1)OCCO3	-3%	8%	1%	-22%	1%	?	0.5	?
COc1ccccc1CNC(=O)CC(C)c1ccccc1 (centres undefined)	7%	-8%	-2%	1%	7%	2%	-1.6	-4
O=C(NCc1ccccc1)c1ccc2nc(N3CCOCC3)sc2c1	-5%	6%	-1%	2%	-4%	-10%	-2.9	1
COc1ccc(CCNC(=O)c2ccccc2C(=O)NCCc2ccc(OC)cc2)cc1	7%	-4%	.	7%	7%	1%	-0.4	0

Profiles as entered above. Order of screens: WRN helicase inh | EPAC1 agonist | MmCpn inh | EPAC1 antagonist | EPAC2 antagonist | PLK1 PBD inh | CCT chaperon mod | PI5P4Ka inh
`CCN(CC)CCN(C(=O)c1ccc2c(c1)CCCC2)c1nc2c(OC)cccc2s1` is listed with -2% | 17% | . | -5% | -7% | -3% | 1.4 | 12
`CCCOc1cccc(C2/C(=C(\O)c3ccc4c(c3)OCCO4)C(=O)C(=O)N2CCCn2ccnc2)c1` (centres undefined) is listed with 6%[57.1 µM] | -2% | -1% | 13% | 2% | 1% | -0.6 | 24
`O=C(C1=C(O)C(=O)N(CC2CCCO2)C1c1ccc(Cl)cc1)c1ccco1` (centres undefined) is listed with -3% | -1% | 0% | 4% | -3% | 1% | -0.7 | 6

Screening results (PubChem)

This is a subset; the hit share may differ from the screen's.
